# Screens: PubChem BioAssay, several laboratories
# STEP inh – STEP phosphatase inhibitors, primary screen, biochemical, fluorescence intensity, uHTS; Tyrosine-protein phosphatase non-receptor type 5 (Homo sapiens), P54829; recombinant STEP, OMFP fluorogenic substrate; inhibition, % at 20 µM; 0.25% of 360,000 active;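 active means inhibition at 20 µM, scaled per plate between control wells, above about 37%, limit read from the data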;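 further: 0% = DMSO with enzyme and substrate and 100% = substrate only without enzyme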
#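 Material: STEP (striatal-enriched tyrosine phosphatase) enzyme, cell-free; Compound dosing: 20 µM single dose in 1% DMSO; Technique: fluorescence read at 480 nm ex / 540 nm em; Times: reaction 20 min, ambient temperature; Medium: 50 mM Bis-Tris pH 6.0 with 2.5 mM DTT and 0.005% Tween 20; Also added: OMFP at 25 µM.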
# MsrA act – bovine MsrA enzyme activators, primary screen, biochemical, absorbance, HTS | Methionine sulfoxide reductase A (Bos taurus) | purified bovine MsrA, absorbance read-out | activation, % at 10.6 µM | 0.3% of 360,000 active; in the data active means activation above about 7.5%;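 further: 0% = vehicle and 100% = reference activator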
# LMPTP inh – LMPTP phosphatase inhibitors, primary screen, biochemical, fluorescence intensity, uHTS. recombinant LMPTP-A, OMFP fluorogenic substrate. AID 651560, 2012. Low molecular weight phosphotyrosine protein phosphatase (Homo sapiens), P24666. 0.22% of 360,000 active. inhibition, % at 20 µM;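 active means compounds that cut the enzyme signal by at least half of the control window in the single-dose screen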;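 further: plate controls were DMSO wells with enzyme plus substrate for no effect and substrate without enzyme for full effect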
#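 Test system – LMPTP-A phosphatase enzyme · Quantity – 0.625 nM LMPTP-A final · Reagent – OMFP substrate, 400 µM final · Dosing – one test concentration per compound, 20 µM, with 3% DMSO overall · Timing – 50 min enzyme reaction at room temperature, protected from light · Detection – fluorescence intensity · Controls – substrate-only low control, DMSO enzyme-plus-substrate high control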
# DNMT1 inh – human DNMT1 methyltransferase inhibitors, primary screen, biochemical, molecular beacon, fluorescence, HinP1I cleavage, uHTS | AID 588458, 2011 | 0.83% of 360,000 active | DNA (cytosine-5)-methyltransferase 1 (Homo sapiens), P26358 | inhibition (reported as % activation of signal), % at 10 µM; in the data active means inhibition above about 50%
# CendR NRP1 mod – modulators of CendR peptide binding to NRP-1, primary screen, biochemical, fluorescence polarization, uHTS. FAM-RPARPAR peptide binding to NRP-1. inhibition, % at 25 µM. 0.85% of 360,000 active;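 active means inhibition or corrected inhibition above about 18%, plus a signal ratio from 0.5 to 1.5, limit read from the data, passing the limit was not always enough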; further: strong numbers were not always called active
# Scp-1 inhibitor – Scp-1 phosphatase inhibitors, primary screen, biochemical, colorimetric, uHTS. 0.88% of 340,000 active. Recombinant Scp1, phosphopeptide, malachite green phosphate absorbance. AID 493091, 2011. inhibition, % at 20 µM. Carboxy-terminal domain RNA polymerase II polypeptide A small phosphatase 1 (Homo …;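 active means inhibition above about 50% at 20 µM, limit read from the data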;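 further: plate controls were DMSO wells with enzyme for no effect and wells lacking enzyme for full effect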
# Target sequence (Q9GZU7 76-261 limits assumed): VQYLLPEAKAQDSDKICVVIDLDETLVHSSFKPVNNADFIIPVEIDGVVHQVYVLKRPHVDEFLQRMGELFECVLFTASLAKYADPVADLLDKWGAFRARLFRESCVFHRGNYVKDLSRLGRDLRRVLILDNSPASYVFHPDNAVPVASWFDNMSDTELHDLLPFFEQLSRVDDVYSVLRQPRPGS
#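 assay system = SCP-1 phosphatase catalytic domain, residues 76-261 | buffer or medium = 50 mM Tris acetate pH 5.5, 0.005% Tween-20, 10 mM MgCl2 | incubation = enzyme reaction 45 min at room temperature, colour 5 min, stabilisation 30 min | signal = Phosphate-binding colour reagent, absorbance read at 630 nm | measure = % inhibition at 20 µM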
# MsrA inh – bovine MsrA enzyme inhibitors, primary screen, biochemical, absorbance, HTS; Methionine sulfoxide reductase A (Bos taurus); purified bovine MsrA, absorbance read-out; inhibition, % at 15.5 µM; 0.75% of 360,000 active; AID 651718, 2012; in the data active means inhibition above about 4.5%;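 further: 0% = vehicle wells with enzyme and 100% = reference inhibitor wells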
# TbMetRS inhib – T. brucei MetRS inhibitors, primary screen, biochemical, luminescence; methionyl-tRNA synthetase (Trypanosoma brucei brucei); purified T. brucei MetRS, ATP depletion, Kinase-Glo luminescence; inhibition, % at 11.9 µM; 0.4% of 360,000 active; AID 624268, 2012;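 active means inhibition above a per-plate cutoff of the control wells' mean inhibition plus 3 SD, cut at about 5.5% in these data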;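 further: 0% = DMSO wells median and 100% = median of wells with control inhibitor compound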
#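 Material: parasite MetRS enzyme / Replication: singlicate, one well per compound / Signal: luminescence of leftover ATP / Schedule: 2 h aminoacylation at 25 °C after 15 min preincubation / Medium: HEPES-MgCl2-KCl buffer plus DTT, spermine, BSA, pyrophosphatase / Doses: 11.9 µM single point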
# eLon inh – inhibitors of E. coli Lon protease, primary screen, biochemical, fluorescence polarization | purified E. coli Lon protease | P0A9M0 | inhibition, % at 7.94 µM | 0.42% of 360,000 active; in the data active means inhibition above about 13%, passing the limit was not always enough;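 further: 0% = enzyme with probe and DMSO and 100% = no enzyme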
# Target sequence (P0A9M0 whole entry, looked up): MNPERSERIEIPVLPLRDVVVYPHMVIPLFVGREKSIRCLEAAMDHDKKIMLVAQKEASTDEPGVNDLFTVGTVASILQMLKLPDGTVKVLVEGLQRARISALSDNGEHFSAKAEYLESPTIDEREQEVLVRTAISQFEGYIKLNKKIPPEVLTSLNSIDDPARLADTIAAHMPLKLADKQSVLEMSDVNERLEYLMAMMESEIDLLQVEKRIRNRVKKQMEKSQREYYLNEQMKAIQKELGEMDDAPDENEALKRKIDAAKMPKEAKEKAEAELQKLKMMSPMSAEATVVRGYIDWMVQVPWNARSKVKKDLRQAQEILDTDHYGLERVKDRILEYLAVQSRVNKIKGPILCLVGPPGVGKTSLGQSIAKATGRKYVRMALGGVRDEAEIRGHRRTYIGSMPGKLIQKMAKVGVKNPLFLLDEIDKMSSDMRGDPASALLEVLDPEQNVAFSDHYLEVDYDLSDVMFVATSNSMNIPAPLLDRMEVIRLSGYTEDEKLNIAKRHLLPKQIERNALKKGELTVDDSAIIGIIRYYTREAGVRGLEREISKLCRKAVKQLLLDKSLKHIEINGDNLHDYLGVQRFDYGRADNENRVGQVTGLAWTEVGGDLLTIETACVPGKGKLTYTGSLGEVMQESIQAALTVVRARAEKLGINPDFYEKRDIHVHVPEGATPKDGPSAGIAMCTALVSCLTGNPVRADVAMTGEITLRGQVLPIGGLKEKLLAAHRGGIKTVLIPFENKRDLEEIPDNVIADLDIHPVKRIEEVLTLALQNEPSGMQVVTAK
# SUMO1 PPI mod – modulators of SUMO1 protein-protein interactions, primary screen, biochemical, uHTS; SUMO1 binding to a labelled peptide, TR-FRET, 1 h; inhibition, % at 20 µM; 0.33% of 360,000 active; AID 602429, 2012; in the data active means inhibition above about 37%
# Target sequence (P63165 whole entry, looked up): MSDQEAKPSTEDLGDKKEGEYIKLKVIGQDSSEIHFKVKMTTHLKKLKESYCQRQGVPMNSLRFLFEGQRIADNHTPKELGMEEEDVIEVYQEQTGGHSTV
# Active calls of the source: *; · = no result given.
SMILES,STEP inh,MsrA act,LMPTP inh,DNMT1 inh,CendR NRP1 mod,Scp-1 inhibitor,MsrA inh,TbMetRS inhib,eLon inh,SUMO1 PPI mod
COc1cc(/C=N/NC(=O)c2c(C)nnn2-c2nonc2N)ccc1O,-2.3,-11.0,-0.9,1.2,-3.3,2.1,5.0*,-0.9,-1.0,-11.7
CN(C)C(=O)CCc1ccc2c3c([nH]c2c1)[C@]1(CCC2CCCC2)[C@@H](C(=O)N2CCOCC2)C[C@H](CC(=O)NCCN2CCOCC2)C(=O)N1CC3,2.1,0.7,-7.3,-1.0,1.7,4.1,-0.3,-1.1,3.7,5.4
CCCc1cc(=O)[nH]c(SCC(=O)Nc2oc(C)c3c(C)n[nH]c(=O)c23)n1,2.8,-4.5,-4.2,5.2,9.7,-1.2,0.7,0.0,5.4,-3.1
Cc1ccc2cc3cc(C(=O)N4CCCCCC4)oc3nc2c1,-0.7,-4.7,-0.5,-1.0,8.9,3.0,·,0.0,-9.6,-22.6
COc1cc(COc2ccc3c(C)c(Cc4ccccc4)c(=O)oc3c2C)cc(OC)c1OC,2.3,-2.2,6.0,-7.6,-0.9,-12.1,-0.4,0.3,-0.4,3.1
CN1C(=O)/C(=C/C=C2/CCCN2C)N(C)C1=S,1.2,-3.3,3.2,-1.7,-43.4,-9.6,1.5,-0.2,-13.1,-28.0
COc1ccc(/C=N/NC(=S)Nc2ccccc2)cc1COc1ccc(Br)cc1,2.5,-3.8,3.6,-6.3,3.5,-7.4,1.8,0.9,-7.2,-1.7
COc1ccc(S(=O)(=O)N(CC(=O)N/N=C/c2cccs2)c2cc(C)cc(C)c2)cc1OC,2.0,2.7,2.9,-10.0,4.5,-10.8,1.6,2.2,-0.5,-8.9
COc1ccc(OCCCC(=O)Nc2ccc(OC)c(S(=O)(=O)N3CCOCC3)c2)cc1,-2.3,3.6,-0.7,-13.8,2.3,8.5,1.1,-0.3,4.7,0.5
Cc1ccc2nc(NC(=S)NC(=O)c3ccc(OC(C)C)cc3)sc2c1,-0.2,-3.8,0.7,5.8,2.9,-7.4,0.0,0.8,6.9,-2.5
CC(=O)c1c(N=CN(C)C)nc(C)nc1-c1ccccc1,-1.7,-4.9,-1.1,0.1,-1.7,-7.9,0.4,-0.5,-9.9,-1.1
O=C(COC(=O)COc1ccccc1F)Nc1cccc(S(=O)(=O)N2CCCCC2)c1,0.2,-2.7,0.3,-5.5,9.7,-7.7,0.3,-0.6,-3.8,2.2
O=C(CCn1ccnc1)Nc1cc(Cl)ccc1O,-0.5,-5.6,-0.4,0.1,-6.6,1.8,-0.5,-0.7,3.0,-1.4
O=C(NCc1ccccc1)c1ccc(Br)o1,0.8,-5.0,-2.2,-3.8,3.6,-4.4,-0.1,-0.3,5.6,3.3
CN1C(=O)Cc2cc(S(=O)(=O)N3CCN(c4cccc(Cl)c4)CC3)ccc21,-0.5,-2.6,1.9,-8.3,4.2,-8.0,0.3,-0.1,1.2,-4.7
CCCOc1ccc(C(=O)OCC(=O)c2c(N)n(C)c(=O)n(C)c2=O)cc1OCC,-6.2,-13.0,1.9,3.5,6.4,3.2,-0.5,-0.6,4.5,10.6
CCc1nccn1S(=O)(=O)c1cc(C)c(OC)cc1C,-5.6,-1.5,-0.3,4.9,-1.8,-4.4,0.6,0.4,6.2,3.1
CCN(CC)S(=O)(=O)c1ccc(Cc2ncc(C(F)(F)F)cc2Cl)s1,3.3,-1.9,0.4,6.0,9.4,-7.2,0.4,-0.9,-12.7,-5.1
Cc1ccc(-n2c(C)nn(-c3ncc(C(F)(F)F)cc3Cl)c2=O)cc1,0.1,-2.9,0.6,2.4,-3.5,-3.6,0.8,0.4,-2.5,1.4
O=C(Nc1cccc([N+](=O)[O-])c1)C1C2/C=C\CCCCC21 (stereo not drawn),4.9,-2.4,1.7,10.5,14.1,2.6,0.2,-0.1,-4.6,-1.3
CCCCNC(=O)O[C@@H]1C[C@H]2CCC(=O)N3CC[C@@H](C1)[C@@H]23,0.3,-2.8,-0.3,-1.2,6.7,-5.9,-0.4,-0.1,3.7,2.2
CCOc1ccccc1NC(=O)Cn1c(=O)sc2ccccc21,-1.2,-3.2,-0.1,-2.0,-12.2,-1.7,-0.2,-0.9,-8.8,0.7
Cc1ccc(C)c(NC(=O)c2cc(-c3cc(C)cc(C)c3O)n[nH]2)c1,-0.9,-3.2,2.0,-5.1,2.4,-18.9,3.8,1.3,8.4,4.1
COCCN(C(=O)COC(=O)CCc1ccc(OC)cc1)c1c(N)n(Cc2ccccc2)c(=O)[nH]c1=O,-1.7,-2.0,-1.0,-0.5,-6.5,-6.8,-0.5,0.1,-2.3,0.2
CN(C)c1nc2ccccc2n(C)c1=O,1.5,-10.2,1.3,4.3,13.2,1.6,2.5,-0.9,-2.8,-3.9
Cc1ccccc1COc1ccc(-c2nnn(CC(=O)O)n2)cc1,-0.7,-0.1,-0.2,-2.2,-2.5,-9.6,0.3,0.1,-6.5,6.4
CCN(CC)CCCn1c2c(c(SCC(=O)N3CCc4ccccc43)nc1=O)CCC2,0.5,-1.4,2.7,-0.3,-6.0,-4.9,0.8,-0.1,-6.0,6.3
CC(C(=O)c1ccc(Br)cc1)[n+]1cccc(NC(=O)c2ccccc2)c1 (stereo not drawn),-3.7,-0.5,-1.7,3.9,16.6,-0.8,2.2,-0.1,-8.9,-3.3
CSc1ccc(CN(C)Cc2nc3ccccc3c(=O)[nH]2)cc1,-2.1,-4.2,-0.1,0.9,9.5,3.1,-0.2,-0.6,-6.8,-2.0
C=CCn1c(SCc2nc3sc(C(=O)O)c(C)c3c(=O)[nH]2)nnc1-c1ccc(F)cc1,-1.1,-5.1,-2.0,7.7,-16.8,7.9,1.5,-0.6,-2.6,5.5

# Five compounds out of the list, ordered by molar mass, descending:
SMILES,STEP inh,MsrA act,LMPTP inh,DNMT1 inh,CendR NRP1 mod,Scp-1 inhibitor,MsrA inh,TbMetRS inhib,eLon inh,SUMO1 PPI mod
C=CCn1c(SCc2nc3sc(C(=O)O)c(C)c3c(=O)[nH]2)nnc1-c1ccc(F)cc1,-1.1,-5.1,-2.0,7.7,-16.8,7.9,1.5,-0.6,-2.6,5.5
CSc1ccc(CN(C)Cc2nc3ccccc3c(=O)[nH]2)cc1,-2.1,-4.2,-0.1,0.9,9.5,3.1,-0.2,-0.6,-6.8,-2.0
Cc1ccccc1COc1ccc(-c2nnn(CC(=O)O)n2)cc1,-0.7,-0.1,-0.2,-2.2,-2.5,-9.6,0.3,0.1,-6.5,6.4
CCCCNC(=O)O[C@@H]1C[C@H]2CCC(=O)N3CC[C@@H](C1)[C@@H]23,0.3,-2.8,-0.3,-1.2,6.7,-5.9,-0.4,-0.1,3.7,2.2
CN(C)c1nc2ccccc2n(C)c1=O,1.5,-10.2,1.3,4.3,13.2,1.6,2.5,-0.9,-2.8,-3.9

# Following part
SMILES,STEP inh,MsrA act,LMPTP inh,DNMT1 inh,CendR NRP1 mod,Scp-1 inhibitor,MsrA inh,TbMetRS inhib,eLon inh,SUMO1 PPI mod
COc1ccc(-c2nsc(SCC(=O)NCc3ccc4c(c3)OCO4)n2)cc1,1.4,0.3,-0.7,-0.7,1.4,-3.1,-0.1,-0.2,-7.9,0.5
Cc1noc(C)c1COC(=O)c1cc(F)c(F)cc1Cl,3.5,-1.2,-0.3,1.5,0.9,-8.7,0.0,0.1,2.9,1.4
Cc1ccc(CC(SCc2ccccc2)C(=O)O)cc1C (stereo not drawn),1.5,-1.0,-0.9,0.3,11.3,-7.9,0.4,-0.7,3.5,-1.4
O=C(c1cnn2cccnc12)N1CCN(Cc2ccc3c(c2)OCO3)CC1,0.2,-2.6,-0.1,0.6,2.5,-2.7,0.7,0.1,0.2,14.9
NC(=O)CC(NC(=O)Cc1cccc2ccccc12)c1ccc(NC2CCN(Cc3ccccc3)CC2)c([N+](=O)[O-])c1 (stereo not drawn),-1.9,-0.6,0.5,3.8,-37.0,4.0,2.2,-0.1,-55.5,-12.1
CCOc1cccc2sc(N(CCN(CC)CC)C(=O)c3cccc([N+](=O)[O-])c3)nc12,-4.0,-1.9,-4.0,-0.2,-9.8,-1.8,-2.0,-0.3,3.2,-14.3
COc1ccc(-n2nc(C(=O)Nc3ccc4c(c3)OCO4)c3ccccc3c2=O)c(OC)c1,1.9,-8.7,1.1,15.8,3.1,-6.7,0.1,-1.5,-2.9,-1.6
CC(C(=O)Nc1cccc(S(=O)(=O)N2CCOCC2)c1)N1CCN(c2ccc(F)cc2)CC1 (stereo not drawn),0.3,-2.2,0.4,1.2,3.8,-3.4,1.8,-0.5,-7.8,-3.5
COc1cccc(CNCC(O)COc2ccc(C(=O)c3ccccc3)cc2)c1 (stereo not drawn),-1.4,-1.6,0.9,2.7,1.2,-5.3,-1.2,-0.5,1.8,-2.3
NC(=Nc1ccccc1)Nc1ccccc1,0.9,-8.8,-1.0,-1.0,-3.0,-13.1,-0.8,-1.6,2.5,-9.3
Cc1ccc(-c2nnn(CC(=O)N3CCCCC3)n2)c(-n2cnnn2)c1,-2.9,0.9,-1.3,-0.8,19.3,-5.7,0.9,-0.1,-1.7,1.5
O=C(COc1ccc(C(=S)N2CCC(Cc3ccccc3)CC2)cc1)N1CCOCC1,1.8,-4.6,1.5,-3.6,18.0,-0.7,0.6,-0.4,1.9,2.0
C/C(=N\O)C(=O)C(CN1CCCCC1)CN1CCCCC1,4.0,-1.7,1.1,3.1,0.6,-8.4,-0.4,-0.6,-9.0,1.3
Cc1ccc(C(C(=O)NC2CCCCC2)N2CCN(C(=O)c3ccco3)CC2)cc1 (stereo not drawn),1.5,-4.8,-0.4,0.8,4.2,3.8,-0.3,-0.5,0.5,3.0
CC(Sc1nnc(N)s1)C(=O)c1c(N)n(C)c(=O)n(C)c1=O (stereo not drawn),-1.1,4.0,-1.4,-0.3,-12.3,-11.1,0.5,-0.3,-12.2,11.3
Cc1cccc(NS(=O)(=O)c2cc3c4c(c2)CCC(=O)N4CCC3)c1,0.3,-5.6,-0.3,0.8,-15.9,-6.9,0.1,-0.5,13.8,6.3
CN(c1cccc(F)c1)c1cc2c(c3c1ccn3C)C1CCC2C1 (stereo not drawn),1.7,-7.4,1.9,10.5,12.5,·,1.6,-0.9,11.3,1.7
